Source: PubChem
Myeloid diff MLP – compounds promoting myeloid differentiation. ER-HoxA9 myeloid progenitors, lysozyme-GFP differentiation, flow cytometry. calls only at 10 µM. 1% of 360,000 active. AID 624256;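 active = normalized GFP-positive differentiation at or above the plate's own cutoff, the solvent-only control mean plus 3 SD; inconclusive = no clear call, values can overlap the other calls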;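 note: cells exposed to compound for four days before flow analysis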
Myeloid diff MLP GFP+ MAC1+ % – also measured in Myeloid diff MLP; calls as there; GFP+ MAC1+ double positive, %; measured here: differentiation confirmed by MAC1 staining
* hit, by the source's call; i = inactive; ? = inconclusive; / = no result given; + = active, no number. These rows are one share of the data; rates above refer to the full screens.

Start of the listing, in advance (seven entries):
SMILES	Myeloid diff MLP	Myeloid diff MLP GFP+ MAC1+ %
CCCCCNC(=O)C(c1cccc2ccccc12)n1c(=O)c(-c2ccccc2)nc2ccccc21 (stereo not given)	i	3.2
Cc1ccc(C(=O)OCC(=O)Nc2c(C)nn(-c3ccccc3)c2C)c(O)c1	i	1.4
Cc1c(-c2ccccc2Br)nc2ccccc2c1C(=O)O	i	0.5
CSCCC(C(=O)NC1CCCC1)n1c(-c2ccncc2)nc2ccccc21 (stereo not given)	i	3.4
COC(=O)c1sc(S(=O)(=O)Nc2c(C)nn(C)c2C)c(C(=O)OC)c1C	i	0.7
CCOC(=O)[C@H]1[C@H]2COc3cc(OC)ccc3[C@@H]2N2C(=O)c3cc(F)c(F)cc3NC(=O)[C@@]12C	i	2.7
Cn1nnnc1SCC(=O)Nc1nc2c(F)c(F)c(F)cc2s1	i	1.0

The whole of this part, from the start:
SMILES	Myeloid diff MLP	Myeloid diff MLP GFP+ MAC1+ %
CCCCCNC(=O)C(c1cccc2ccccc12)n1c(=O)c(-c2ccccc2)nc2ccccc21 (stereo not given)	i	3.2
Cc1ccc(C(=O)OCC(=O)Nc2c(C)nn(-c3ccccc3)c2C)c(O)c1	i	1.4
Cc1c(-c2ccccc2Br)nc2ccccc2c1C(=O)O	i	0.5
CSCCC(C(=O)NC1CCCC1)n1c(-c2ccncc2)nc2ccccc21 (stereo not given)	i	3.4
COC(=O)c1sc(S(=O)(=O)Nc2c(C)nn(C)c2C)c(C(=O)OC)c1C	i	0.7
CCOC(=O)[C@H]1[C@H]2COc3cc(OC)ccc3[C@@H]2N2C(=O)c3cc(F)c(F)cc3NC(=O)[C@@]12C	i	2.7
Cn1nnnc1SCC(=O)Nc1nc2c(F)c(F)c(F)cc2s1	i	1.0
O=C(OCC#CCSc1nnc(-c2cccc3ccccc23)o1)c1ccc2ccccc2c1	i	1.2
CN(C)c1ncnc2c1ncn2CCn1cnc2c(N(C)C)ncnc21	?	/
COCCCNC(=O)[C@H](Cc1ccccc1)NC(=O)CC[C@H]1O[C@@H](n2ccc(=O)[nH]c2=O)[C@H](O)[C@@H]1O	i	0.3
O=C(Cc1ccccc1F)Nc1cccc(S(=O)(=O)N2CCOCC2)c1	i	0.7
COc1ccc(CCNC(=O)CN2c3cccc4cccc(c34)S2(=O)=O)cc1	i	1.4
CCOCc1c(C(=O)Nc2ccccc2N2CCN(C)CC2)oc2ccccc12	i	0.1
Cc1cc(C)c2cc(C#N)c(NCCNC(=O)c3ccncc3)nc2c1	i	2.1
Cc1ccc(C2=NOC(C)(c3nnc(-c4ccncc4)o3)C2)cc1 (stereo not given)	i	1.4
OC[C@@H]1CN(Cc2ccc(Cl)cc2)C[C@H](n2cnc3c(NCc4ccc(F)cc4)ncnc32)O1	i	0.4
O=C(NCc1ccncc1)[C@@H]1CCCN1C(=O)[C@H]1CCCN1C(=O)c1ccccc1	i	0.3
O=C(Nc1nc(-c2cccs2)cs1)c1ccc([N+](=O)[O-])o1	i	0.3
OC(c1ccccc1)(c1nc(-c2ccc3ccccc3c2)cs1)C(F)(F)F (stereo not given)	i	0.6
COc1cc(-c2nnc3sc(Cc4ccc(Cl)cc4)nn23)cc(OC)c1OC	i	0.1

Ordered by length of the SMILES (highest first): some entries from above
SMILES	Myeloid diff MLP	Myeloid diff MLP GFP+ MAC1+ %
O=C(OCC#CCSc1nnc(-c2cccc3ccccc23)o1)c1ccc2ccccc2c1	i	1.2
Cc1ccc(C(=O)OCC(=O)Nc2c(C)nn(-c3ccccc3)c2C)c(O)c1	i	1.4
COc1cc(-c2nnc3sc(Cc4ccc(Cl)cc4)nn23)cc(OC)c1OC	i	0.1

(continued)
SMILES	Myeloid diff MLP	Myeloid diff MLP GFP+ MAC1+ %
O=C(NC1CCCCC1)C(c1ccnc2ccccc12)n1c(=O)c(-c2cc3ccccc3[nH]2)nc2ccccc21 (stereo not given)	i	2.9
CC(C)(C)NC(=O)C(C1CC1)n1c(-c2ccccc2)nc2ccccc21 (stereo not given)	i	4.1
COc1ccccc1/C=C/C(=O)OCC(=O)NC1CCCCCC1	i	0.4
Cc1nc(Nc2ccccc2C)c2cnn(C)c2n1	i	0.6
O=C1c2c(-c3ccc(Br)cc3)noc2CCN1Cc1cn(-c2ccc(Cl)cc2)nn1	i	3.8
COc1ccccc1C(=O)COC(=O)C1CCN(S(=O)(=O)c2ccccc2)CC1	i	0.5
CCCN1Cc2cc(OC)ccc2-c2ccccc2S1(=O)=O	i	1.3
CCOc1ccc(NC(=O)c2cccc(S(=O)(=O)Nc3c(C)n(C)n(-c4ccccc4)c3=O)c2)cc1	i	0.6
C[C@H]1CN([C@@H](C)CO)C(=O)CCCn2nncc2CO[C@@H]1CN(C)S(=O)(=O)c1cn(C)cn1	i	0.7
Cc1csc(-c2cc(C(=O)NCc3ccc(F)cc3)n[nH]2)c1	i	1.2
Cc1cc(=O)oc2cc(OCC(=O)NC3(C#N)CCCCC3)ccc12	i	0.8
CCOc1ccc(CCN2C(=S)N([C@@H](CC(C)C)CN3CCC[C@@H]3CN3C(=S)NC[C@@H]3Cc3ccc(O)cc3)C[C@@H]2Cc2ccc(O)cc2)cc1	i	0.7
COc1ccccc1N1CCN(C(=O)C2CCN(S(=O)(=O)c3ccccc3F)CC2)CC1	i	0.9
CC(C)(C)NC(=O)C(c1ccc(-c2ccccc2)cc1)N(C[C@H]1CC[C@@H]([C@@H]2CC[C@H](CO)O2)O1)C(=O)c1ccc(-c2ccccc2)cc1 (stereo not given in full)	i	2.0
CCOC(=O)C1=C(COC(=O)CCOc2ccc(OCC)cc2)NC(=O)NC1C (stereo not given)	i	0.1
CC1CCN(C(C)C(=O)Nc2cc(S(=O)(=O)N3CCCCC3)ccc2Cl)CC1 (stereo not given)	i	0.8
CCCCn1c(N)c(N(CC(C)C)C(=O)CSc2nn(-c3ccc(F)cc3)c(=S)s2)c(=O)[nH]c1=O	i	1.2
COC(=O)[C@@]12C[C@@H](CC(=O)NCC34CC5CC(CC(C5)C3)C4)C(=O)N(Cc3ccc4c(c3)OCO4)C1=CCC(C)(C)C2	i	3.6
COc1ccc(C2CC(c3ccccc3F)=NN2c2ccc(S(N)(=O)=O)cc2)cc1 (stereo not given)	i	1.0
CN(C)S(=O)(=O)n1cnc([C@@H]2[C@@H]3C(=O)OC[C@@H]3C[C@]23N=CN(Cc2ccccc2)C3=O)c1	i	2.9
CSCCC(NC(=O)COc1ccccc1)C(=O)N1CCC(C(N)=O)CC1 (stereo not given)	i	1.2
COc1cc(Cn2c3ccc(NC(=O)CCc4cccnc4)cc3c(=O)n2C)ccc1F	i	1.1
C[C@@H](c1ccccc1)N1C[C@H](COCc2ccccc2)Oc2cc(N3CC[C@H](O)C3)ccc2S1(=O)=O	i	0.9
COc1ccc(S(=O)(=O)N2CCOCC2)cc1NC(=O)CSc1nnc2n1CCCCC2	i	0.8
CCN(C(=O)Cn1c(Cl)nc2c1c(=O)n(C)c(=O)n2C)C1CCCCC1	i	1.9
CCOC(=O)[C@H]1[C@H]2COc3ccccc3[C@@H]2N2C(=O)c3cc(OC)ccc3NC(=O)[C@@]12C	i	0.7
CCC(CO)Oc1cc(NCc2ccccc2C(F)(F)F)c2ncn(C(C)C)c2c1 (stereo not given)	i	0.7
CC1C(=O)N(Cc2cn(Cc3ccco3)nn2)CCS(=O)(=O)N1Cc1ccc(-c2ccc(F)nc2)cc1 (stereo not given)	i	1.1
CN(CCOc1ccccc1)S(=O)(=O)c1ccccc1C#N	i	0.2
CSc1nc(O)c(C(c2ccccc2Cl)c2c(O)nc(SC)[nH]c2=O)c(=O)[nH]1	i	0.7
CCCCCCn1c(=O)n2n(c1=O)C[C@]1(OC(=O)NCc3ccccc3)CN(S(=O)(=O)c3ccc(C)cc3)C[C@]1(O)C2	i	2.0
CC(O)(c1ccc(F)c(F)c1)c1nc(-c2ccc(S(C)(=O)=O)cc2)cs1 (stereo not given)	i	1.5
Nc1nc(SCc2ccccn2)c2ncn(C3OC(CO)C(O)C3O)c2n1 (stereo not given)	i	0.7
CC[C@]12c3[nH]c4ccccc4c3CCN1C(=O)C(CC(=O)NCc1ccco1)C[C@@H]2C(=O)N1CCN(C(=O)c2ccco2)CC1 (stereo not given in full)	i	0.5
Cc1cccc(OC(C)C(=O)Nc2nc(-c3cccnc3)cs2)c1 (stereo not given)	i	0.6
CCOc1ccc(OCCC(=O)N(CC)CC(=O)NCc2cccs2)cc1	i	0.4
N#Cc1c(/N=C/c2cc(Br)cs2)sc2c1CCC2	i	0.2
CC12CC(=O)C3C(CCC4=CC(=O)CCC43C)C1CC=C2CC(=O)O (stereo not given)	i	1.2
Cc1ccc(S(=O)(=O)N2CCN(C)CC2c2ccccc2)cc1 (stereo not given)	i	0.1
COCCn1c(C)cc(C(=O)COC(=O)c2[nH]c(C)c(C(C)=O)c2C)c1C	i	0.5
COC(=O)[C@]1(C)CCC[C@@]2(C)C3CC[C@@]4(C)C[C@]3(CCC21)CC(=O)N4C (stereo not given in full)	i	0.6
Cc1cccc(CCNS(=O)(=O)c2ccc(S(=O)(=O)N3CCC(C)CC3)cc2)c1	i	0.8
CSc1nc2nc(Cl)c(Cl)nc2[nH]1	i	0.4
C[C@@H]1CN([C@H](C)CO)C(=O)c2cc(NC(=O)Nc3ccc(C(F)(F)F)cc3)ccc2O[C@H]1CN(C)S(=O)(=O)c1ccccc1	i	1.0
CN1C(=O)CN(CCN2CC(=O)N(C)C(=O)C2)CC1=O	i	0.2
CCOc1ccccc1/C=N/NC(=O)c1nnn(-c2nonc2N)c1CN1CCCCCC1	i	1.0
CCOc1ccc(N2CC(C(=O)NCC(=O)Nc3ccc(F)c(F)c3F)CC2=O)cc1 (stereo not given)	i	1.0
O=C(COC(=O)COc1ccc(Cl)cc1)NCc1ccc2c(c1)OCO2	i	1.4
Clc1ccc2nc(C(Cl)(Cl)Cl)[nH]c2c1	i	0.9
COc1cccc(C(=O)NNC(=O)c2ccc3ccccc3c2O)c1	i	0.9

Profiles from above. Values in the order: Myeloid diff MLP | Myeloid diff MLP GFP+ MAC1+ %
COC(=O)[C@]1(C)CCC[C@@]2(C)C3CC[C@@]4(C)C[C@]3(CCC21)CC(=O)N4C (stereo not given in full) is listed as i | 0.6
C[C@@H]1CN([C@H](C)CO)C(=O)c2cc(NC(=O)Nc3ccc(C(F)(F)F)cc3)ccc2O[C@H]1CN(C)S(=O)(=O)c1ccccc1 is listed as i | 1.0

(next part)
SMILES	Myeloid diff MLP	Myeloid diff MLP GFP+ MAC1+ %
Cc1ccc(-c2c(C)sc3nc(CN4CCN(CC(=O)NC5CC5)CC4)[nH]c(=O)c23)cc1	i	0.2
CC(C)C[C@H](NC(=O)c1nc[nH]c1C(=O)NC1CCNCC1)C(=O)OC(C)(C)C	i	1.2
O=C(Nc1scc(-c2ccc(Br)cc2)c1C(=O)O)c1ccccc1F	i	0.1
CC(C)(C)NC(=O)C1c2ccccc2OCC(=O)N1Cc1cccnc1 (stereo not given)	i	1.0
COc1ccc(S(=O)(=O)N2C[C@H]3CON(C)[C@H]3C[C@H]2c2ccc(-c3cccc(F)c3)cc2)cc1	i	0.7
CCN(CC)C(=O)c1[nH]cnc1C(=O)N[C@@H](C)c1ccccc1	i	1.2
O=C(NCC1CCN(Cc2ccccc2)CC1)[C@H]1O[C@@H](n2ccc(=O)[nH]c2=O)[C@H](O)[C@@H]1O	i	0.9
CCOC(=O)c1cocc1C(=O)O	i	0.8
COc1ccc([C@H]2CC(=O)C=C(c3ccc(Cl)c(C(F)(F)F)c3)C2)cc1OC	i	1.1
CCc1cc(-c2nnn(CCC3COCCO3)c2CC)cc(CC)c1-c1cn(Cc2ccc3ccccc3c2)nn1 (stereo not given)	i	0.4
COc1ccc(C(=O)NC(=S)Nc2ccc3[nH]c(=O)[nH]c3c2)cc1Br	i	0.1
CC(C)c1ccc(C(=O)N2CCCCC2c2cc(C(=O)Nc3ccncc3)no2)cc1 (stereo not given)	i	2.4
Cc1ccsc1C(=O)NNC(=O)c1ccncc1	i	0.6
CSc1ncnc2c1ncn2CCCNCC(C)c1ccccc1 (stereo not given)	i	0.6
N#Cc1ccc(C(=O)N2CCCCC2c2cc(C(=O)Nc3ccc4c(c3)OCO4)no2)cc1 (stereo not given)	i	2.0
COc1ccccc1S(=O)(=O)N(C)C[C@@H]1OCc2cnnn2CCCC(=O)N([C@H](C)CO)C[C@@H]1C	i	0.9
CCCCn1nc(C(=O)N(CC(C)C)c2c(N)n(CCCC)c(=O)[nH]c2=O)c2ccccc2c1=O	i	0.4
COc1ccc(-n2cnc(=S)[nH]c2=S)cc1	i	0.9
O=C(CNC(=O)C1COc2ccccc2O1)Nc1cc(Cl)ccc1Cl (stereo not given)	i	0.2
O=C(Nc1cc(S(=O)(=O)N2CCCC2)ccc1Cl)c1ccncc1	i	0.9
CCOC(=O)c1ccc2[nH]c(C)c(CN3CCN(C)CC3)c(=O)c2c1	i	0.1
COCCCn1c(=O)/c(=C/c2ccccc2OC(C)C)s/c1=C(\C#N)C(=O)Nc1ccc(C(=O)O)cc1	+	2.8*
Nc1ncnc2c1ncn2[C@@H]1O[C@H](CNCc2ccc(OCC(=O)Nc3nccs3)cc2)[C@@H](O)[C@H]1O	i	0.2
COc1ccc(C(=O)N(C)Cc2ccccc2F)cc1S(=O)(=O)N1CCCC1	i	0.2
Cc1cc(C)cc(CC(=O)N2CCC2(C)C(=O)NS(=O)(=O)Cc2ccccc2)c1 (stereo not given)	i	1.7
Cc1nnc(SCC(=O)NNC(=O)c2ccccc2)n1N	i	0.2
CCOC(=O)C1(C)CCCN(C(=O)c2ccc3c(c2)OCO3)C1 (stereo not given)	i	0.7
COc1ccccc1CN(C)CC(=O)Nc1cccc(S(=O)(=O)N2CCCC2)c1	i	0.4
O=C1Nc2ccccc2-n2nnnc2C1N1CCN(c2ccccn2)CC1 (stereo not given)	i	1.7
CCCNC(=O)N[C@H]1CC[C@@H](CCn2cc(-c3cccc(F)c3)nn2)O[C@@H]1CO	+	9.2*
